G9a inh: G9a (human) methyltransferase inhibition; hit rate 8.8% among 350,000; Potency, µM (highest dose often 102 µM), for inactives: top-dose activity, negative = inhibition, most hits filed as inhibitors; G9a H3K9 monomethylation, AlphaScreen, 2 h; AID 504332; also: % is scaled to controls: 0 for no effect and ±100 for the full control effect; nearly all actives have a fitted effect of over 75% in size
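G9a (20 nM) preincubated 15 min RT with compounds, then 500 nM biotinylated H3K9 peptide and 20 uM SAM added; 2 h RT reaction. Monomethyl-H3K9 product detected by AlphaScreen with anti-H3K9me1 antibody, streptavidin donor and anti-rabbit IgG acceptor beads.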
POLH inh: blocks human DNA polymerase eta activity | Q9Y253 | Potency, µM (titrated, usually from 114 µM), for inactives: top-dose activity change, negative = inhibition, actives largely listed as inhibitors | hit rate 1.2% among 390,000 | recombinant Pol eta, fluorescent DNA replication assay; also: % is scaled to controls: 0 for no effect and ±100 for the full control effect
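Fluorescent replication assay: 50 nM final substrate added after a 15 min room-temperature compound preincubation with 10 nM enzyme. Signal taken at 0 min and again at 10 min.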
Pol kappa inh: inhibitors of human DNA polymerase kappa; purified Pol kappa, fluorescent DNA synthesis assay, 10 min; hit rate 0.53% among 400,000; Potency, µM (series often up to 107 µM), without a hit: at the top dose activity, negative = inhibition, usual class: inhibitors; AID 588579; also: % is scaled to controls: 0 for no effect and ±100 for the full control effect
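Readout: fluorescence, taken kinetically at 0 and 10 min. Conditions: 10 nM Pol kappa, 15 min RT compound preincubation, 50 nM substrate final. Controls: enzyme-free buffer wells.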
BLM helicase inh: inhibitors of human Bloom syndrome helicase BLM | recombinant BLM DNA unwinding, fluorescence dequenching | Potency, µM (highest dose often 56.1 µM), inactives show top-dose activity change, negative = inhibition, actives largely listed as inhibitors | hit rate 0.2% among 350,000;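 also: plate controls were vehicle for no effect and no enzyme for full effect; nearly all actives have a fitted effect of over 35% in size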
POLB inh: blocks human DNA polymerase beta activity | AID 485314 | Pol beta primer extension/strand displacement, fluorescence kinetic | Potency, µM (top dose mostly 114 µM), for the others: at the highest dose activity change, negative = inhibition, hits mostly inhibitors | hit rate 1.3% among 340,000 | P06746; also: % is scaled to controls: 0 for no effect and ±100 for the full control effect
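Homogeneous kinetic assay of primer extension and strand displacement by 10 nM Pol beta, preincubated 15 min at room temperature with compound before 50 nM substrate (final) was added. Read at 0 and 10 min; four-parameter Hill fit.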
BAZ2B block: blocks human BAZ2B | Q9UIF8 | AlphaScreen BAZ2B-H3K14Ac peptide displacement | Potency, µM (titrated, usually from 114 µM), for inactives: top-dose activity change, negative = inhibition, actives largely listed as inhibitors | hit rate 4.4% among 360,000 | AID 504333; also: % is scaled to controls: 0 for no effect and ±100 for the full control effect; nearly all actives have a fitted effect of over 60% in size
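AlphaScreen displacement of biotin-H3(5-23)K14Ac peptide (50 nM final) from BAZ2B (50 nM final) in PBS pH 7.4, 0.01% Tween-20; complex preformed 30 min RT, then compounds (top 110 uM) 30 min RT, beads 20 min dark.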
Apoferritin bind: binds horse apoferritin like a general anesthetic; apoferritin/1-aminoanthracene competitive binding, fluorescence; hit rate 0.074% among 350,000; P02791; Potency, µM (series often up to 77.5 µM), for the others: top-dose activity change, negative = displacement, usual class: inhibitors; also: % is scaled to controls: 0 for no effect and ±100 for the full control effect; nearly all actives have a fitted effect of over 20% in size
Target sequence (P02791 2-175 limits assumed): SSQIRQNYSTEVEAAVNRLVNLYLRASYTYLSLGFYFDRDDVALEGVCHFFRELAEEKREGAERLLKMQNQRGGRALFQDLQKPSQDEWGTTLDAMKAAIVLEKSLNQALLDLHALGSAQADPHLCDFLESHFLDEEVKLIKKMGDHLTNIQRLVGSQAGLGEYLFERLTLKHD
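Horse-spleen apoferritin (10 uM) was mixed with 50% saturated 1-aminoanthracene in PBS, exposed to compounds for 10 min at room temperature, and read for fluorescence (ex 380 nm, em 535 nm). Competitive displacement was fitted with a four-parameter Hill equation.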
APE1 inh: APE1 (human) endonuclease inhibition | Potency, µM (titrated, usually from 65.8 µM), for the others: at the top dose activity change, negative = inhibition, most hits filed as inhibitors | P27695 | recombinant APE1, TAMRA/BHQ-2 abasic DNA cleavage fluorescence | AID 2517 | hit rate 0.35% among 350,000;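 also: plate controls were vehicle for no effect and reference inhibitor for full effect; nearly all actives have a fitted effect of over 55% in size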
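Readout is kinetic fluorescence (ex 525, em 598 nm) from cleavage of 50 nM TAMRA/BHQ-2 THF abasic duplex by 0.75 nM APE1, compound added 15 min beforehand at RT.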
POLI inh: DNA polymerase iota (human) inhibition; Pol iota fluorescent replication assay, 10 min; Q9UNA4; Potency, µM (series often up to 115 µM), inactives show at the highest dose activity, negative = inhibition, hits mostly inhibitors; hit rate 1% among 390,000; AID 588590
Target sequence (Q9UNA4 whole entry, looked up): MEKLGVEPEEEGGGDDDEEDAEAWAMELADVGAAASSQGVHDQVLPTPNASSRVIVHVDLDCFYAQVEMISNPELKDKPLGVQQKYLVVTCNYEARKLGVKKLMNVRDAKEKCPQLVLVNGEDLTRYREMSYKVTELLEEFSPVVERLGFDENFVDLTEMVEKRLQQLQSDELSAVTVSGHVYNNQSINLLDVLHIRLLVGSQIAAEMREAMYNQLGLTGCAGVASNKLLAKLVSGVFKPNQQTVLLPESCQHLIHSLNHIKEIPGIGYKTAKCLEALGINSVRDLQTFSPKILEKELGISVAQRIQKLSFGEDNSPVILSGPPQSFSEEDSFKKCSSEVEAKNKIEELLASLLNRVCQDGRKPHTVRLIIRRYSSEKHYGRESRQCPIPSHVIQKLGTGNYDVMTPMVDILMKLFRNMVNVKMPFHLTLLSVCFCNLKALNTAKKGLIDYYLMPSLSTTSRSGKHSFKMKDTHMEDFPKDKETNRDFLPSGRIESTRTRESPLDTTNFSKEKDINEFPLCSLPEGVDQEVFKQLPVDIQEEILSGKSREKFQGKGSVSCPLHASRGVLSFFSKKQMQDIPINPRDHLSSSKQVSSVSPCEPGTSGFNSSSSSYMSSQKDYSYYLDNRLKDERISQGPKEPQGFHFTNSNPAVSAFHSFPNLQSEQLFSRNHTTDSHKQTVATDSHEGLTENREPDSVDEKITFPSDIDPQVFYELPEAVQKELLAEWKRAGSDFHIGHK
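Fluorescent replication assay read twice, at 0 min and 10 min after adding 50 nM (final) substrate. Enzyme (10 nM) and compounds were first incubated 15 min at room temperature; enzyme-free buffer wells were negative controls.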
The depositor's hits bear a star; ? = inconclusive; . = no result given; [ ] = another dose, or the depositor's remark. Calls follow the shape of the dose curve; as a rule, active = well fitted curve in the direction sought with a large enough effect; inconclusive = small, poorly fitted or top-dose-only effect, or another doubt; inactive = no such curve, though single readings can be large; an effect the other way counts as inactive or inconclusive. Potency is read from the fitted curve at half-maximal effect. A portion of the library. The share of hits here may be higher or lower than overall.

SMILES	G9a inh	POLH inh	Pol kappa inh	BLM helicase inh	POLB inh	BAZ2B block	Apoferritin bind	APE1 inh	POLI inh
CCc1cccc(C)c1NC(=O)c1cc(S(=O)(=O)N(Cc2ccc(C(=O)OC)cc2)Cc2ccc(OC)c(OC)c2)ccc1F	7%[59 µM]	-15%	1%[60.1 µM]	-4%	-12%	-1%	-14%	.	11%
COc1cccc(C(=O)Nc2cc3c(cc2Br)OCCCO3)c1	11%[59 µM]	-17%	-2%	-6%	-17%	4%	5%	1%	1%
CC(=O)c1ccc(NC(=O)[C@@H]2CCCN2C(=O)OC(C)(C)C)cc1	12%	-16%	7%	0%	43%	0%	-7%	-2%	17%
Cc1ccc(SCC(=O)OCC(=O)N(C)C2CCS(=O)(=O)C2)cc1C (centres undefined)	15%[12.7 µM]	-3%	-3%	.	.	9%	.	5%	18%
COC(=O)c1sccc1NC(=O)Nc1cc(C)ccc1C	0%	-13%	-13%	-7%	45%	-8%	-4%	11%	30%[activator]
CC(C)c1nn2c(=O)cc(COC(=O)COc3ccccc3F)nc2s1	0%[59 µM]	-12%	11%	1%	6%	-14%	?	.	33%[activator]
Cc1ccc(S(=O)(=O)N2CCN(c3cnn(C)c(=O)c3Cl)CC2)cc1	-4%	-19%	3%	0%	0%	-9%	-4%	3%	112%[activator]
N=c1sccn1CC(=O)N1N=C(c2ccc(Cl)cc2)CC1c1ccco1 (centres undefined)	-40%	-5%	-3%	-14%	22%	79µM*	-8%	-8%	13%
CCOc1ccc2nc(N3CCCC(C(=O)NCCc4ccc(OC)cc4OC)C3)sc2c1 (centres undefined)	-4%[59 µM]	-19%	7%	-4%	19%	-30%	35%[activator]	.	25%
COC(=O)N1N=C(c2ccc(Br)cc2)CC1(O)C(F)(F)F (centres undefined)	17%[59 µM]	-7%	-1%	6%	13%	3%	-7%	20%	-15%
COC(=O)CCC(C)N1CCC(Oc2ccc(C(=O)NCc3ccccn3)cc2)CC1 (centres undefined)	13%[12.7 µM]	-7%	-7%	2%	32%	4%	-7%	21%	-8%
CCOC(=O)N1CCN(c2ccc(C(=O)c3ccccc3)cc2F)CC1	63%[activator]	-19%	0%	-7%	4%	59%[activator]	?	2%	-17%
Cc1cc(COc2ccccc2OCc2cc(C)no2)on1	-22%	-15%	-3%	-3%	6%	46%[activator]	8%	-11%	4%
CCSc1ccccc1C(=O)n1nnc2ccccc21	-7%[59 µM]	3%	-4%	-7%	46%	35%	?	2%	5%
O=C(c1noc2c1CCc1ccccc1-2)N1CCCc2ccccc21	22%[2.33 µM]	-15%	-14%	-6%	21%	6%	?	-2%	-5%[58.9 µM]
CCOC(=O)c1[nH]c(C)c(C(=O)NCCCOC(C)C)c1C	1%	-6%	7%	-5%	7%	-10%	28%	-7%	23%
Cc1cccc(COCC(CC(C)C)N2CCN(C(=O)c3ccc(C(C)(C)C)cc3)CCC2=O)c1 (centres undefined)	?	-12%	-5%	-1%	-1%	-3%	-3%	5%	9%
O=C(/C=C/c1ccc([N+](=O)[O-])s1)N1CCCC1	-2%	-6%	3%	-8%	19%	?	-20%	15%	25%
COc1ccccc1C(=O)N/C(=C\c1cn(C)c2ccccc12)C(=O)N1CCOCC1	19%	4%	7%	2%	10%	-23%	-9%	15%	27%
CC(C)(C(N)=O)c1ccccc1	-11%[2.33 µM]	-16%	2%	-2%	55%	5%	1%	10%	30%
COc1ccc(CNc2ncncc2-c2ccoc2)c(OC)c1	0%[0.501 µM]	.	-6%[60.1 µM]	2%	.	.	.	-3%	.
Cc1c(NC(=O)Nc2ccccc2[N+](=O)[O-])c(=O)n(-c2ccccc2)n1C	-1%	-9%	2%	-1%	87%	6%	-2%	2%	10%
COc1ccc(OC)c(NC(=O)N2CCC3(CC2)Oc2ccccc2C(=O)N3Cc2ccccc2F)c1	?	.	5%	-8%	30%	-35%	57%[activator]	.	-14%
CCOc1ccc(Nc2cc(C)c(C#N)c3nc4ccccc4n23)cc1	7%[59 µM]	-18%	10%	-4%	19%	-7%	4%	.	37%[activator]
Cc1cnn(Cc2cccnc2)c1N	.	5%	-29%	1%	5%	-11%	7%	20%	36%[activator]
CCOC(=O)c1oc2nc(CC(C)C)c3c(c2c1N)CCCC3	.	-20%	-5%	-7%	-4%	2%	-7%	3%	57%[activator]
CC1CCc2c(C(=O)Nc3cccc(-c4nn[nH]n4)c3)csc2C1 (centres undefined)	50µM*	-3%	-10%	-4%	-27%	-28%	-9%	13%	1%
O=C(c1ccccc1Br)N1CCCC(c2nc(-c3cccs3)no2)C1 (centres undefined)	-48%	-21%	-14%	-5%	-1%	-22%	-2%	-2%	-1%
Cc1ccc(NC(=O)CSc2nc(N)cc(=O)[nH]2)cc1Cl	-30%	-15%	-2%	-4%	?	-11%	-5%	35µM*	46%[activator]
Nc1nc(-c2ccc([N+](=O)[O-])cc2)cs1	50µM*	-9%	-14%	3%	-3%[57.1 µM]	1%	-8%	-1%	5%
COc1ccc(-c2cc(-c3n[nH]c(=S)n3-c3ccccc3Cl)[nH]n2)cc1	7.9µM*	-4%	-18%	-1%	0%	-35%	-13%	-1%	-10%
CC(C)(C)c1ccc(C(=O)NNC(=O)Cc2ccccc2)cc1	10%[12.7 µM]	9%	-8%	-1%	1%	2%	-21%	-4%	-10%
Cn1c(=O)c2c(nc(N3CCCCCC3)n2CC(O)COc2ccc(Cl)cc2)n(C)c1=O (centres undefined)	?	-10%	5%	-5%	10%	-6%	-12%	14%	21%
COCc1c(C(=O)N2CCN(c3ncccn3)CC2)oc2ccccc12	-3%[12.7 µM]	-12%	-17%	.	.	-7%	.	14%	59%[activator]
CC1(c2ccccc2)NC(=O)N(CCOc2ccccc2)C1=O (centres undefined)	7%[59 µM]	-14%	-3%	-2%	-1%	.	-22%	-5%	-7%
CCCCOC(=O)/C(=C/C=C/c1ccccc1)NC(=O)c1ccccc1	-8%[59 µM]	?	0%	-14%	7%	-6%	-24%	10%	63%[activator]
Cc1cccc(-c2nnc(SCc3cc(=O)[nH]c4ccccc34)n2C)c1	?	-11%	-15%	1%	7%	-7%	-9%	-4%	19%
CCN(CC)S(=O)(=O)c1ccc(NC(=O)CCN2C(=O)C3CC=CCC3C2=O)cc1 (centres undefined)	4%[2.33 µM]	-10%	6%	.	.	-4%	.	30%	13%
CCOC(=O)C1=C(C)NC(C)=C(C(=O)OCC)C1c1cccs1	5%[59 µM]	?	-12%	-2%	-24%	5%	3%	-3%	-1%
Nc1ccc(C(=O)N/N=C/c2cn(Cc3ccccc3)c3ccccc23)cc1	-13%	-23%	-12%	-16%	4%	?	85%[activator]	5%	-7%
O=C(N/N=C/c1ccccn1)c1cccnc1	?	-12%	15%	-10%	28%	28µM*	3%	-4%	?
COc1cccc(/C(O)=C2/C(=O)C(=O)N(Cc3cccnc3)C2c2ccco2)c1 (centres undefined)	45µM*	0%	-8%	-5%	?	-34%	-14%	?	?
Cc1c(C(=O)OC2CCCCC2)sc2nc[nH]c(=O)c12	-5%[59 µM]	-2%	-12%	-1%	7%	11%	?	-1%	38%[activator]
O=C(CSc1n[nH]c(=O)n1Cc1ccco1)Nc1ccccc1Cl	.	-9%	-5%	2%	8%	-18%	2%	5%	104%[activator]
CS(=O)(=O)c1ccc2nc(NC(=O)c3ccccc3Cl)sc2c1	-10%	-9%	17%	-3%	-6%	3%	-5%	16%	-5%
Cc1ccc(N=Cc2c(O)cc(C)oc2=O)c(C)c1	?	7%	-12%	2%	7%	-11%	-14%	1%	59%[activator]
O=C(Nc1ccc(O)c(C(=O)O)c1)Oc1ccccc1	50µM*	-8%	-16%	-6%	13%	-1%	1%	-3%	?
Cc1ccc(S(=O)(=O)c2cnc(SCC(=O)Nc3cccc(Cl)c3)nc2N)cc1C	-7%[59 µM]	-22%	6%	1%	4%	-32%	-2%	.	?
CC(C)NC(=O)CN1CCN(Cc2nc(C(c3ccccc3)c3ccccc3)no2)CC1	.	-3%	10%	-5%	?	-9%	-8%	19%	25%
COc1cc(Cl)ccc1NC(=S)N(CCCN1CCOCC1)Cc1cn(C)c2ccccc12	18µM*	-18%	-13%	-6%	-7%	?	-6%	?	112%[activator]
Cc1ccc(-c2nnc(Nc3ccc(OCC(N)=O)cc3)c3ccccc23)cc1S(N)(=O)=O	15%	?	1%	-3%	-12%	-9%	-16%	12%	?
CC(=O)N1CCc2cc(S(=O)(=O)NCCC(=O)NCCc3ccc(Cl)cc3)ccc21	.	-14%	-15%	-1%	-13%	-10%	-12%	1%	57%[activator]
O=C(CSc1nc(=O)n2ccccc2n1)N1CCCc2ccccc21	2%	-7%	-8%	.	.	-4%	.	-8%	19%
Cc1ccc(CC(=O)NNC(=O)c2ccncc2)cc1C	4.5µM*	2%	-5%	.	.	-9%	.	-11%	18%
CC(C)CN1CCC(CNC(=O)CCc2nnc(Cc3c[nH]c4ccccc34)o2)CC1	.	-13%	4%	-9%	7%	-16%	-6%	16%	10%
Cc1ccc(-c2csc3ncnc(SCC(=O)c4ccc5c(c4)OCCO5)c23)cc1	.	-2%	-3%	-3%	24%	-1%	-11%	-2%	1%

Looked up one by one from the entries so far:
SMILES	G9a inh	POLH inh	Pol kappa inh	BLM helicase inh	POLB inh	BAZ2B block	Apoferritin bind	APE1 inh	POLI inh
Cc1ccc(-c2csc3ncnc(SCC(=O)c4ccc5c(c4)OCCO5)c23)cc1	.	-2%	-3%	-3%	24%	-1%	-11%	-2%	1%
Cc1ccc(S(=O)(=O)c2cnc(SCC(=O)Nc3cccc(Cl)c3)nc2N)cc1C	-7%[59 µM]	-22%	6%	1%	4%	-32%	-2%	.	?
CC(C)NC(=O)CN1CCN(Cc2nc(C(c3ccccc3)c3ccccc3)no2)CC1	.	-3%	10%	-5%	?	-9%	-8%	19%	25%

Source: PubChem (National Center for Advancing Translational Sciences (NCATS))
